Assay outcomes from PubChem.
INS-1E_rescue – rescue of cytokine-induced death in INS-1E beta cells; INS-1E cytokine-induced death, ATP luminescence, 48 h; normalised: neutral wells 0, positive control 100; protection from cytokine-induced ATP loss, % at 10 µM; 0.1% of 20,000 active; AID 488910;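 active means mean replicate protection from cytokine-induced ATP loss at least 50% and at least 75% of replicates each reaching 50%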
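Test system: INS-1E rat cells | Quantity: 8000 cells per well | Medium: Phenol-red-free RPMI with 5% fetal bovine serum | Reagent: Cytokine cocktail of IFN-γ, TNF-α and IL-1β | Doses: One compound concentration, pin transfer | Timing: 48 h co-treatment, 10 min post-lysis read | Technique: Luminescent ATP assay (CellTiter-Glo)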
T_cruzi_HTS – blocks T. cruzi growth inside host cells. activity score (inhibition), % at 5.01 µM. 4.9% of 22,000 active. intracellular Trypanosoma cruzi in host cells, plate reader; in the data active means activity score above about 55%;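 further: parasites and compound incubated about four days before reading; 0% = median of neutral control wells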
Starred values were filed as active, the others as inactive; · = no result given.

SMILES INS-1E_rescue T_cruzi_HTS
COc1ccc(NC(=O)N(C)C[C@@H]2Oc3ccc(NC(=O)NC(C)C)cc3C(=O)N([C@H](C)CO)C[C@@H]2C)cc1 3 -3
C[C@H]1CN([C@@H](C)CO)C(=O)Cc2cc(NS(=O)(=O)c3ccc(Cl)cc3)ccc2O[C@H]1CN(C)Cc1ccc(C(=O)O)cc1 -1 21
COc1ccc(CN(C)C[C@@H]2Oc3ccc(NC(=O)Nc4ccc5c(c4)OCO5)cc3C(=O)N([C@@H](C)CO)C[C@@H]2C)cc1 -5 -10
Cc1cccc(CN(C)C[C@@H]2OCc3cn(nn3)CCCC(=O)N([C@@H](C)CO)C[C@H]2C)c1 · -37
COc1ccc(NC(=O)N(C)C[C@H]2Oc3c(NS(=O)(=O)c4ccc(Cl)cc4)cccc3C(=O)N([C@@H](C)CO)C[C@H]2C)cc1 2 15
COc1ccc(S(=O)(=O)Nc2cccc3c2O[C@H](CN(C)C(=O)Nc2ccc4c(c2)OCO4)[C@H](C)CN([C@@H](C)CO)C3=O)cc1 9 -5
COc1ccc(NC(=O)Nc2ccc3c(c2)C(=O)N([C@H](C)CO)C[C@H](C)[C@H](CN(C)Cc2ccncc2)OCCCC[C@@H](C)O3)cc1 2 -4
CNC[C@@H]1Oc2ccc(NC(=O)Nc3c(C)noc3C)cc2CC(=O)N([C@H](C)CO)C[C@H]1C 17 -33
COc1ccc(CN(C)C[C@H]2Oc3c(NS(=O)(=O)c4c(C)noc4C)cccc3C(=O)N([C@H](C)CO)C[C@H]2C)cc1 7 -24
C[C@@H]1CCCCO[C@H](CN(C)C(=O)c2ccccc2)[C@@H](C)CN([C@H](C)CO)C(=O)c2cc(NC(=O)Cc3ccccc3)ccc2O1 -2 -14
COc1ccc(NC(=O)Nc2ccc3c(c2)C(=O)N([C@H](C)CO)C[C@@H](C)[C@@H](CN(C)C(=O)NC(C)C)O3)cc1 · 0
C[C@@H]1CN([C@@H](C)CO)C(=O)Cc2cc(NC(=O)CCN3CCOCC3)ccc2O[C@@H]1CN(C)S(=O)(=O)c1ccc(F)cc1 13 -4
Cc1noc(C)c1NC(=O)Nc1cccc2c1O[C@H](CN(C)S(C)(=O)=O)[C@H](C)CN([C@@H](C)CO)C2=O 5 -4
C[C@@H]1CN([C@@H](C)CO)C(=O)c2cc(NC(=O)CCN3CCOCC3)ccc2O[C@@H]1CN(C)Cc1ccc(C(=O)O)cc1 9 -6
C[C@H](CO)N1C[C@H](C)[C@@H](CN(C)Cc2ccc(C(F)(F)F)cc2)Oc2ccc(NC(=O)Nc3cccc4ccccc34)cc2C1=O -22 12
C[C@H]1CN([C@@H](C)CO)C(=O)CCCn2nncc2CO[C@H]1CN(C)S(=O)(=O)c1ccc(-c2ccccc2)cc1 · 0
C[C@@H]1CN([C@@H](C)CO)C(=O)c2cccc(NS(=O)(=O)c3ccccc3)c2O[C@@H]1CN(C)Cc1ccc(C(F)(F)F)cc1 -12 16
C[C@@H]1CN([C@H](C)CO)C(=O)c2cc(NC(=O)C3CCCCC3)ccc2O[C@@H]1CN(C)Cc1ccc(C(=O)O)cc1 6 -20
C[C@H]1CN([C@@H](C)CO)C(=O)c2cc(NC(=O)Cc3cn(C)c4ccccc34)ccc2O[C@H]1CN(C)C(=O)NC1CCCCC1 10 -8
C[C@H]1CN([C@@H](C)CO)C(=O)c2cccc(NC(=O)Nc3ccccc3)c2O[C@H]1CN(C)Cc1ccccc1 -10 -15
C[C@H]1CN([C@@H](C)CO)C(=O)CCCn2nncc2CO[C@H]1CN(C)C(=O)Nc1ccc(F)cc1 · -8
C[C@@H]1CN([C@H](C)CO)C(=O)c2cccc(NC(=O)C3CCOCC3)c2O[C@H]1CN(C)Cc1ccc(C(=O)Nc2ccccc2N)cc1 6 39
Cc1ccc(S(=O)(=O)Nc2cccc3c2O[C@@H](CN(C)CC2CCCCC2)[C@@H](C)CN([C@@H](C)CO)C3=O)cc1 -7 -25
C[C@@H]1CN([C@@H](C)CO)C(=O)c2cc(NC(=O)C3CC3)ccc2O[C@H]1CN(C)C(=O)Nc1ccccc1 7 -11
CNC[C@@H]1OCCCC[C@@H](C)Oc2ccc(N(C)C)cc2C(=O)N([C@H](C)CO)C[C@@H]1C 0 -19
COc1ccc(S(=O)(=O)Nc2ccc3c(c2)CC(=O)N([C@@H](C)CO)C[C@H](C)[C@@H](CN(C)S(=O)(=O)c2ccc(C)cc2)O3)cc1 5 1
Cc1noc(C)c1S(=O)(=O)Nc1ccc2c(c1)CC(=O)N([C@@H](C)CO)C[C@@H](C)[C@@H](CN(C)Cc1ccccc1)O2 6 12
C[C@@H]1CN([C@H](C)CO)C(=O)Cc2cc(NC(=O)Cc3ccccc3)ccc2O[C@@H]1CN(C)S(=O)(=O)c1ccccc1 -2 -6
C[C@H]1CN([C@@H](C)CO)C(=O)Cc2cc(NC(=O)c3ccncc3)ccc2O[C@H]1CN(C)Cc1ccc2c(c1)OCO2 1 -2
C[C@@H]1CN([C@H](C)CO)C(=O)Cc2cc(NS(=O)(=O)c3ccccc3)ccc2O[C@@H]1CN(C)Cc1ccccc1 -4 50
Cc1ccc(S(=O)(=O)N(C)C[C@@H]2Oc3ccc(NS(C)(=O)=O)cc3C(=O)N([C@@H](C)CO)C[C@@H]2C)cc1 -1 -17
C[C@H]1CN([C@@H](C)CO)C(=O)c2cccc(NC(=O)c3nc4ccccc4s3)c2O[C@H]1CN(C)C(=O)Nc1ccccc1 0 -13
C[C@@H]1CN([C@H](C)CO)C(=O)c2cccc(NC(=O)NC3CCCCC3)c2O[C@@H]1CN(C)Cc1ccc2c(c1)OCO2 -15 -2
C[C@H]1CN([C@@H](C)CO)C(=O)c2cccc(N(C)C)c2O[C@@H]1CN(C)C(=O)NC1CCCCC1 3 -21
C[C@H]1CN([C@@H](C)CO)C(=O)c2cc(NS(=O)(=O)c3ccc(F)cc3)ccc2O[C@H]1CN(C)S(=O)(=O)c1ccc(F)cc1 · 24
C[C@@H]1CN([C@@H](C)CO)C(=O)c2cc(NS(=O)(=O)c3cccs3)ccc2O[C@@H]1CN(C)Cc1ccccc1 -4 -18
C[C@H]1CN([C@@H](C)CO)C(=O)c2cc(NC(=O)Cn3cnnn3)ccc2O[C@@H]1CN(C)Cc1ccccc1 · -3
COc1ccc(S(=O)(=O)Nc2ccc3c(c2)C(=O)N([C@@H](C)CO)C[C@H](C)[C@H](CN(C)C(=O)Nc2ccc(F)cc2)O3)cc1 · -1
Cc1ccc(S(=O)(=O)Nc2ccc3c(c2)C(=O)N([C@@H](C)CO)C[C@H](C)[C@@H](CN(C)Cc2ccc(C(F)(F)F)cc2)O3)cc1 · 65*
C[C@@H]1CN([C@@H](C)CO)C(=O)c2cc(NC(=O)Nc3ccc4c(c3)OCO4)ccc2O[C@@H]1CN(C)C · -9
CC(C)NC(=O)Nc1cccc2c1O[C@@H](CN(C)Cc1ccc(C(=O)Nc3ccccc3N)cc1)[C@@H](C)CN([C@@H](C)CO)C2=O -15 27
C[C@@H]1CN([C@@H](C)CO)C(=O)c2cc(NS(=O)(=O)c3ccc(Cl)cc3)ccc2O[C@@H]1CN(C)Cc1ccc(Cl)c(Cl)c1 -15 58*
C[C@@H]1CN([C@@H](C)CO)C(=O)c2cccc(NC(=O)c3cnccn3)c2O[C@H]1CN(C)Cc1ccccc1 -6 5
C[C@@H]1CN([C@H](C)CO)C(=O)Cc2cc(NC(=O)c3ccncc3)ccc2O[C@@H]1CN(C)S(=O)(=O)c1ccc(F)cc1 4 -18
O=C(N/N=C/c1ccncc1Br)c1ccccc1O -37 1
C[C@H]1CN([C@@H](C)CO)C(=O)CCCn2cc(nn2)CO[C@H]1CN(C)Cc1cccc(C(F)(F)F)c1 3 6
C[C@@H]1CN([C@H](C)CO)C(=O)Cc2cc(NC(=O)c3ccncc3)ccc2O[C@H]1CN(C)S(=O)(=O)c1cn(C)cn1 13 -12
COc1ccc(NC(=O)N(C)C[C@@H]2OCCCC[C@@H](C)Oc3ccc(NS(=O)(=O)c4ccc(OC)cc4)cc3C(=O)N([C@H](C)CO)C[C@@H]2C)cc1 -1 -3
COc1ccc(S(=O)(=O)Nc2cccc3c2O[C@H](CN(C)C(=O)Nc2ccccc2)[C@@H](C)CN([C@@H](C)CO)C3=O)cc1 7 -19
CC(C)NC(=O)N(C)C[C@@H]1Oc2c(NC(=O)Nc3cccc4ccccc34)cccc2C(=O)N([C@H](C)CO)C[C@@H]1C -2 15
C[C@@H]1CN([C@H](C)CO)C(=O)c2cc(NC(=O)Cc3ccccc3)ccc2O[C@H]1CN(C)S(=O)(=O)c1cccs1 · 7
C[C@@H]1CN([C@H](C)CO)C(=O)Cc2cc(NC(=O)CCN3CCOCC3)ccc2O[C@@H]1CN(C)Cc1ccc(Cl)c(Cl)c1 -6 -3
Cc1noc(C)c1NC(=O)Nc1ccc2c(c1)C(=O)N([C@H](C)CO)C[C@@H](C)[C@H](CN(C)C(=O)Nc1cccc3ccccc13)O2 · -28
C[C@H]1CN([C@@H](C)CO)C(=O)Cc2cc(NC(=O)Cn3cnnn3)ccc2O[C@@H]1CN(C)C(=O)Nc1ccc(C(F)(F)F)cc1 -5 5
COc1ccc(NC(=O)N(C)C[C@@H]2OCc3cnnn3CCCC(=O)N([C@H](C)CO)C[C@H]2C)cc1 · -15
C[C@@H]1CN([C@H](C)CO)C(=O)Cc2cc(NC(=O)Nc3ccc(F)cc3)ccc2O[C@@H]1CN(C)Cc1ccc(C(=O)Nc2ccccc2N)cc1 -15 60*
CNC[C@H]1Oc2ccc(NS(=O)(=O)c3ccc(OC)cc3)cc2C(=O)N([C@H](C)CO)C[C@@H]1C 6 -2
COc1ccc(S(=O)(=O)Nc2ccc3c(c2)C(=O)N([C@H](C)CO)C[C@@H](C)[C@@H](CN(C)C(=O)Nc2ccccc2)O3)cc1 1 2
CC(C)NC(=O)Nc1ccc2c(c1)C(=O)N([C@H](C)CO)C[C@H](C)[C@@H](CN(C)S(=O)(=O)c1ccc(F)cc1)OCCCC[C@@H](C)O2 -2 -3
C[C@H]1CN([C@@H](C)CO)C(=O)c2cc(NC(=O)Cc3cn(C)c4ccccc34)ccc2O[C@H]1CN(C)Cc1ccccc1 · -4

10 consecutive records out of the list so far, quoted:
SMILES INS-1E_rescue T_cruzi_HTS
C[C@@H]1CN([C@H](C)CO)C(=O)c2cc(NC(=O)Cc3ccccc3)ccc2O[C@H]1CN(C)S(=O)(=O)c1cccs1 · 7
C[C@@H]1CN([C@H](C)CO)C(=O)Cc2cc(NC(=O)CCN3CCOCC3)ccc2O[C@@H]1CN(C)Cc1ccc(Cl)c(Cl)c1 -6 -3
Cc1noc(C)c1NC(=O)Nc1ccc2c(c1)C(=O)N([C@H](C)CO)C[C@@H](C)[C@H](CN(C)C(=O)Nc1cccc3ccccc13)O2 · -28
C[C@H]1CN([C@@H](C)CO)C(=O)Cc2cc(NC(=O)Cn3cnnn3)ccc2O[C@@H]1CN(C)C(=O)Nc1ccc(C(F)(F)F)cc1 -5 5
COc1ccc(NC(=O)N(C)C[C@@H]2OCc3cnnn3CCCC(=O)N([C@H](C)CO)C[C@H]2C)cc1 · -15
C[C@@H]1CN([C@H](C)CO)C(=O)Cc2cc(NC(=O)Nc3ccc(F)cc3)ccc2O[C@@H]1CN(C)Cc1ccc(C(=O)Nc2ccccc2N)cc1 -15 60*
CNC[C@H]1Oc2ccc(NS(=O)(=O)c3ccc(OC)cc3)cc2C(=O)N([C@H](C)CO)C[C@@H]1C 6 -2
COc1ccc(S(=O)(=O)Nc2ccc3c(c2)C(=O)N([C@H](C)CO)C[C@@H](C)[C@@H](CN(C)C(=O)Nc2ccccc2)O3)cc1 1 2
CC(C)NC(=O)Nc1ccc2c(c1)C(=O)N([C@H](C)CO)C[C@H](C)[C@@H](CN(C)S(=O)(=O)c1ccc(F)cc1)OCCCC[C@@H](C)O2 -2 -3
C[C@H]1CN([C@@H](C)CO)C(=O)c2cc(NC(=O)Cc3cn(C)c4ccccc34)ccc2O[C@H]1CN(C)Cc1ccccc1 · -4

(cont.)
SMILES INS-1E_rescue T_cruzi_HTS
CNC[C@@H]1Oc2ccc(NC(=O)Nc3ccccc3)cc2C(=O)N([C@H](C)CO)C[C@@H]1C -1 -3
C[C@H](CO)N1C[C@H](C)[C@@H](CN(C)C(=O)Nc2ccc(F)cc2)Oc2c(NS(=O)(=O)c3ccccc3)cccc2C1=O 8 -23
Cc1noc(C)c1NC(=O)Nc1cccc2c1O[C@H](CN(C)C)[C@@H](C)CN([C@@H](C)CO)C2=O 5 -10
CC(C)NC(=O)Nc1ccc2c(c1)C(=O)N([C@@H](C)CO)C[C@H](C)[C@H](CN(C)C(=O)NC(C)C)O2 -3 6
C[C@@H]1CCCCO[C@@H](CN(C)Cc2ccc(C(=O)Nc3ccccc3N)cc2)[C@@H](C)CN([C@H](C)CO)C(=O)c2cc(NS(=O)(=O)c3ccccc3)ccc2O1 2 46
C[C@@H]1CN([C@@H](C)CO)C(=O)c2cc(NC(=O)CCN3CCOCC3)ccc2O[C@@H]1CN(C)S(=O)(=O)c1ccc(Cl)cc1 1 6
C[C@H]1CN([C@@H](C)CO)C(=O)c2cccc(NS(=O)(=O)c3cccs3)c2O[C@@H]1CN(C)C(=O)Nc1ccccc1 3 -34
COc1ccc(S(=O)(=O)Nc2ccc3c(c2)CC(=O)N([C@@H](C)CO)C[C@H](C)[C@@H](CN(C)CC2CC2)O3)cc1 2 3
C[C@@H]1CN([C@H](C)CO)C(=O)c2cc(NS(=O)(=O)c3ccc(F)cc3)ccc2O[C@@H]1CN(C)CC1CCCCC1 -8 15
C[C@@H]1CN([C@@H](C)CO)C(=O)c2cc(NS(=O)(=O)c3cccs3)ccc2O[C@H]1CN(C)S(=O)(=O)c1cn(C)cn1 13 0
C[C@H]1CN([C@@H](C)CO)C(=O)c2cc(N(C)C)ccc2O[C@H]1CN(C)Cc1ccc(C(=O)Nc2ccccc2N)cc1 6 17
